BoNT-F LC inh: inhibitors of Botulinum neurotoxin F light chain protease; Multiplex microsphere protease cleavage assay, flow cytometry; inhibition, % at 10 µM; 360,000 tested, 0.22% active; AID 588497; in the data active = inhibition above about 35%, passing the limit was not always enough; inconclusive = no clear call, values can overlap the other calls; note: plate controls were buffer without enzyme for full effect and enzyme alone for no effect
FBA Mtb inh: inhibits M. tuberculosis FBA enzyme; P9WQA3; purified M. tuberculosis FBA, fluorescence read-out; inhibition, % at 1 µM; 360,000 tested, 2.3% active; AID 588726; in the data active = inhibition above about 27%;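 note: 0% = vehicle and 100% = reference inhibitor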
DUSP3 inh: DUSP3 (human) phosphatase inhibition. P51452. AID 1654. recombinant VHR phosphatase, pNPP absorbance. inhibition, % at 13.3 µM. 290,000 tested, 0.52% active; in the data active = inhibition above about 50%; note: some compounds called inactive have numbers as strong as hits
CCHF vOTU inh: CCHFV vOTU protease inhibition; Pep-AMC fluorescence; inhibition, % at 11.5 µM; 370,000 tested, 0.55% active; note: 0% = vehicle wells with enzyme and 100% = no enzyme wells
GDH-TPI counter: counter-screen for M. tuberculosis FBA inhibitors: GDH-TPI coupled enzymes | GDH-TPI coupled enzyme counterscreen, NADH absorbance | inhibition, % at 4.8 µM | 360,000 tested, 1.2% active;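 note: 0% = DMSO wells and 100% = wells lacking the enzyme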
Mtb UGM inh: blocks M. tuberculosis UGM enzyme; purified UGM, fluorescence polarization probe displacement; inhibition, % at 10 µM; 320,000 tested, 0.06% active; P9WIQ1; AID 504406; in the data active = inhibition above about 10%, passing the limit was not always enough; inconclusive = no clear call, values can overlap the other calls
Target sequence (P9WIQ1 whole entry, looked up): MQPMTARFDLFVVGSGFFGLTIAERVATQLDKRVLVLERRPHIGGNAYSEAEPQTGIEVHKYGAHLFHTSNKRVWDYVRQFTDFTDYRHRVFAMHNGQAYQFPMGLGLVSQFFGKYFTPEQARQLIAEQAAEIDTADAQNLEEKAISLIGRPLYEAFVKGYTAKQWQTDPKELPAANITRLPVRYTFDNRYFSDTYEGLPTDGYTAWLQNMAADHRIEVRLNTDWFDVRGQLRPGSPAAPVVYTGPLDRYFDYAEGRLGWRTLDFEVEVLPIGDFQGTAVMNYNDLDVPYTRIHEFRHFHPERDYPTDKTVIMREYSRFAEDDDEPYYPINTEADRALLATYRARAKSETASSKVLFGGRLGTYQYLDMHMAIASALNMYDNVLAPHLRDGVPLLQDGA
MazEF act: activators of E. coli MazEF toxin-antitoxin RNase; 350,000 tested, 0.32% active; AID 504720; FAM/BHQ RNA-DNA oligo cleavage fluorescence, 5 h; P0AE70; activation, % at 20 µM; in the data active = activation above about 50%
Target sequence (P0AE70 whole entry, looked up): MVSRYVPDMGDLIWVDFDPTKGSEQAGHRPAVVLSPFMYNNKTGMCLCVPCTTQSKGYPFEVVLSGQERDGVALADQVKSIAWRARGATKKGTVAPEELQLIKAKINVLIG
FadD28 binding: M. tuberculosis FadD28 bisubstrate binding inhibition. FadD28 bisubstrate probe binding, fluorescence polarization. inhibition, % at 12.5 µM. 360,000 tested, 0.22% active. AID 588549; in the data active = inhibition above about 8.5%, passing the limit was not always enough; inconclusive = no clear call, values can overlap the other calls
Rv3671c inh: inhibits the M. tuberculosis serine protease Rv3671c. inhibition, % at 5.96 µM. 320,000 tested, 0.048% active. P9WHR9; in the data active = inhibition above about 38%;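 note: extracellular domain of Rv3671c used as enzyme; 0% = enzyme with DMSO and 100% = no enzyme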
Target sequence (P9WHR9 whole entry, looked up, the tested form may be a part): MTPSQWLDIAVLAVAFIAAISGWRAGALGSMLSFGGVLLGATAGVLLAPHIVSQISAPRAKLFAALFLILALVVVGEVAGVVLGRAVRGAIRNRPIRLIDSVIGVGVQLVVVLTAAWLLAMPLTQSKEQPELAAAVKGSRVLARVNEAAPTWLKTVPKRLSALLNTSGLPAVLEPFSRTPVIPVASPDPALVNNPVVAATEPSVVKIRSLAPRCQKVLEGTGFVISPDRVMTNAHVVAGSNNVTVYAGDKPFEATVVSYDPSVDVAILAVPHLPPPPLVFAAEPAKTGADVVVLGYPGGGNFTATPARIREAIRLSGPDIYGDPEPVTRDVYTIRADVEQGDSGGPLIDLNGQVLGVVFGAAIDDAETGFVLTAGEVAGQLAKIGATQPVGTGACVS
Mtb BioA inh: inhibitors of Mycobacterium tuberculosis BioA enzyme. purified M. tuberculosis BioA enzyme, plate reader. inhibition, % at 9.99 µM. 360,000 tested, 0.096% active; in the data active = inhibition above about 40%; inconclusive = no clear call, values can overlap the other calls
* hit, by the source's call; ? = inconclusive; . = no result given. Cut-off read from the data, not from the text of the source, unless noted: active = inhibition above about 30%; inactive = the rest.

(1) CN(C)S(=O)(=O)n1cnc(C(CCO)c2ncn(S(=O)(=O)N(C)C)c2CCCO)c1 (stereo not drawn)
(2) CCCS(=O)(=O)N1CCCC(C(=O)N2CCN(c3ccccc3)CC2)C1 (stereo not drawn)
(3) Cc1ccc(C(=O)CSc2nnc(COc3ccc(C#N)cc3)n2-c2ccccc2)cc1
(4) Cn1c(SCC(=O)O)nnc1C1CCCCC1
(5) COc1ccc(OC)c(NC(=O)CCn2ccnc2)c1
(6) O=C(COc1cc2oc(=O)c3c(c2cc1Cl)CCC3)NCC1CCC(C(=O)O)CC1 (stereo not drawn)
screen / no.	1	2	3	4	5	6
BoNT-F LC inh	-11	2	-5	3	-17	-1
FBA Mtb inh	-1	-2	-4	-1	0	3
DUSP3 inh	.	4	4	-16	14	-13
CCHF vOTU inh	3	-2	6	0	-16	6
GDH-TPI counter	-10	-10	4	-4	2	-1
Mtb UGM inh	6.4	3.0	-2.2	1.8	-0.1	0.7
MazEF act	5	-7	-18	0	8	5
FadD28 binding	-0.1	-5.1	0.4	-2.6	1.7	-1.6
Rv3671c inh	-5	-9	-5	4	-2	5
Mtb BioA inh	-0.9	-0.3	-0.5	.	-0.3	.

(7) O=C(c1cccc(Cl)c1)N1CCN(S(=O)(=O)c2ccc(Cl)s2)CC1
(8) CC1(C)C(=O)N(c2ccccc2)C1c1ccccc1O (stereo not drawn)
(9) Cc1cc(NS(=O)(=O)Cc2ccccc2)cc(C)c1OCC(=O)N1CCOCC1
(10) CCc1nc(SCC(=O)Nc2ccccc2C(=O)OC)n[nH]1
(11) COc1ccc(NC(=O)CSc2cc(C)nc3c(-c4ccccc4)cnn23)cc1
(12) COc1cc(C2NC(=S)NC(C)=C2C(=O)OC(C)C)ccc1OC(C)C (stereo not drawn)
screen / no.	7	8	9	10	11	12
BoNT-F LC inh	1	-30	-6	-2	8	-5
FBA Mtb inh	-3	3	0	4	2	-2
DUSP3 inh	.	-2	-8	4	33	4
CCHF vOTU inh	1	-1	17	9	-9	2
GDH-TPI counter	-6	8	-6	7	-4	8
Mtb UGM inh	-0.9	-4.4	-0.2	-1.5	1.3	-0.8
MazEF act	-4	0	3	-5	-9	8
FadD28 binding	.	-6.4	-3.8	-1.3	-0.4	-0.8
Rv3671c inh	-11	-19	1	8	-8	-1
Mtb BioA inh	-0.4	0.4	6.3	-0.6	.	4.0

(13) Cc1ccc(NS(=O)(=O)c2ccc(C(=O)NCC3CCCO3)cc2)cc1 (stereo not drawn)
(14) Cc1cc(C)c(NC(=O)CS(=O)CC(=O)Nc2ccc(-n3cnnn3)c(C)c2)c(C)c1 (stereo not drawn)
(15) O=C(N/N=C/c1cc(Br)cs1)c1ccc2c(c1)OCCO2
(16) CC(=O)Nc1ccc(NC(=O)CSc2nnc(C3CC3)n2C)cc1
(17) COc1cc(OC)cc(C(=O)NC2CCN(Cc3nnnn3Cc3cccs3)CC2)c1
(18) CCCCn1c(N)c(N(CCC(C)C)C(=O)CSc2nc3ccccc3s2)c(=O)[nH]c1=O
screen / no.	13	14	15	16	17	18
BoNT-F LC inh	-2	2	-11	-5	-5	0
FBA Mtb inh	2	0	0	0	1	-2
DUSP3 inh	7	0	-22	4	15	.
CCHF vOTU inh	-2	15	-3	4	6	1
GDH-TPI counter	-2	3	25	8	-16	8
Mtb UGM inh	-0.6	-0.8	-2.3	0.3	0.3	.
MazEF act	-13	-2	8	-1	-3	-15
FadD28 binding	-0.9	-3.9	-1.5	-0.9	-6.6	-1.1
Rv3671c inh	-5	4	1	2	1	.
Mtb BioA inh	.	-0.6	-2.0	-1.5	10	-1.2

(19) Cc1cc(C(=O)N/N=C2\CCCC(C)C2)n[nH]1 (stereo not drawn)
(20) Cc1ccc(-n2ncc3c(=O)n(CC(=O)N(C)C)cnc32)cc1
(21) CC(C)(C)C(=O)NCc1ccc(C(=O)CSc2nnc3n2CCCCC3)s1
(22) Cc1ccccc1C(=O)Nc1ccnn1C1CCN(Cc2ccncc2)CC1
(23) NC(=O)CC(NC(=O)c1ccccc1)c1ccc(NCCCN2CCCC2=O)c([N+](=O)[O-])c1 (stereo not drawn)
(24) N#Cc1c([N+](=O)[O-])cc([N+](=O)[O-])cc1S(=O)(=O)Cc1ccccc1
screen / no.	19	20	21	22	23	24
BoNT-F LC inh	9	2	-1	2	1	1
FBA Mtb inh	5	3	-2	-1	-1	0
DUSP3 inh	29	28	.	-2	-14	.
CCHF vOTU inh	1	-6	11	-4	21	22
GDH-TPI counter	-2	4	3	-2	4	6
Mtb UGM inh	2.1	-1.1	.	-1.9	-0.1	0.9
MazEF act	-14	11	0	-7	-4	-2
FadD28 binding	2.4	-3.0	-0.9	-0.8	-2.5	-18
Rv3671c inh	-3	-4	.	7	-1	2
Mtb BioA inh	.	0.8	-2.3	-2.5	-0.4	-0.3

(25) CCc1nnc(NC(=O)CCC(=O)N2CCN(S(=O)(=O)c3ccc(OC)cc3)CC2)s1
(26) CCOC(=O)CNC(=O)N1CCCC(N(C)CCc2ccccc2)C1 (stereo not drawn)
(27) O=S1(=O)CCOCCCN1Cc1ccccc1
(28) COc1ccc(Cl)cc1S(=O)(=O)n1ccnc1
(29) CCOC(=O)C1CCN(C=C2C(=O)N(C)C(=S)N(C)C2=O)CC1
(30) CC(=O)Nc1ccc2nc(-c3ccco3)[nH]c2c1
screen / no.	25	26	27	28	29	30
BoNT-F LC inh	0	?	-2	-13	-1	0
FBA Mtb inh	0	-3	4	0	-1	26
DUSP3 inh	24	-18	9	14	0	26
CCHF vOTU inh	12	-14	4	-11	15	-16
GDH-TPI counter	-3	2	5	-2	7	3
Mtb UGM inh	-1.3	0.0	1.3	1.0	2.6	-1.6
MazEF act	10	7	3	3	-30	-6
FadD28 binding	-1.6	-1.4	0.7	-1.2	0.9	1.1
Rv3671c inh	2	2	5	3	3	8
Mtb BioA inh	1.7	-0.8	10	0.8	-0.9	.

(31) Cc1ccc(NC(=O)c2ccc(S(=O)(=O)N3CCC(C)CC3)cc2)cc1
(32) CCCCn1c(N)c(NCc2ccccc2)c(=O)[nH]c1=O
(33) Cc1ccc(-n2nc(C)c3c2OC(N)=C(C#N)C3c2ccc(C)o2)cc1 (stereo not drawn)
(34) Cc1cccc(C(=O)OCC(=O)NC(=O)Cc2ccccc2)c1O
(35) CN(CCOc1ccccc1)C(=O)C1CCN(C(=O)c2ccc(F)cc2)CC1
(36) Cc1ccc(CNC(=O)c2ccccc2NC(=O)CSc2nnnn2C)cc1
screen / no.	31	32	33	34	35	36
BoNT-F LC inh	-4	-10	-6	1	0	7
FBA Mtb inh	-1	2	-5	-1	5	-5
DUSP3 inh	7	14	12	1	5	22
CCHF vOTU inh	7	-4	11	13	22	11
GDH-TPI counter	-8	-12	14	-1	1	-8
Mtb UGM inh	0.9	1.6	0.2	2.9	0.7	0.2
MazEF act	4	13	4	-3	-1	6
FadD28 binding	-3.5	-3.2	-0.9	0.4	0.0	0.7
Rv3671c inh	-1	2	-13	-11	-11	-2
Mtb BioA inh	-1.9	.	1.3	-0.2	-1.9	-2.6

(37) O=C(CN(Cc1ccc(F)cc1)S(=O)(=O)c1ccccc1)N1CCCCC1
(38) CCOC(=O)N1CCN(S(=O)(=O)c2c(C)cc(C)cc2C)CC1
(39) O=C(NCCc1ccccc1)C1CCCN(S(=O)(=O)c2cccc3nsnc23)C1 (stereo not drawn)
(40) COc1ccc(/C=C/c2c(-c3cccc(C)c3)oc3ccc(N4CCOCC4)cc23)cc1
(41) CC(NC(=O)CN1CCN(C(=O)c2cccs2)CC1)c1ccc(F)cc1F (stereo not drawn)
(42) O=C(CSc1nnnn1-c1ccccc1)Nc1ccc(Cl)cc1
screen / no.	37	38	39	40	41	42
BoNT-F LC inh	-4	-14	1	-5	.	3
FBA Mtb inh	0	-2	0	35*	4	1
DUSP3 inh	12	24	-12	.	.	21
CCHF vOTU inh	4	12	-3	16	19	-4
GDH-TPI counter	-1	-1	14	27	8	7
Mtb UGM inh	1.8	0.2	-2.6	4.1	-1.5	1.3
MazEF act	0	4	-6	-19	2	-22
FadD28 binding	-1.2	-3.7	-5.5	-3.7	-1.4	-4.4
Rv3671c inh	-3	1	8	-1	-8	3
Mtb BioA inh	0.5	0.1	0.1	0.8	-1.3	-0.4

(43) Cc1ccc(C(=O)CCC(=O)N2CCC(C(N)=O)CC2)s1
(44) COc1ccccc1-c1sc2ccccc2c1-c1ccccc1OC
(45) CCCN(CCC)Cc1c(C(=O)N/N=C/C(C)=C\c2ccccc2)nnn1-c1nonc1N
(46) Cc1cccc(S(=O)(=O)NCCc2cn3ccccc3n2)c1
(47) CSCC[C@H](NC(=O)C1CCN(S(=O)(=O)c2ccc(C)cc2)CC1)C(=O)NCC1CCCO1 (stereo partly drawn)
(48) O=C(c1ccccc1)c1ccc(OCCCCN2CCCCC2)cc1
screen / no.	43	44	45	46	47	48
BoNT-F LC inh	-5	0	-1	-7	13	12
FBA Mtb inh	-3	-1	0	0	3	1
DUSP3 inh	.	.	17	10	2	44
CCHF vOTU inh	4	12	-7	-1	-1	-1
GDH-TPI counter	8	-2	2	2	-6	5
Mtb UGM inh	-3.8	1.2	3.6	-1.5	2.2	0.4
MazEF act	0	1	8	4	-5	-3
FadD28 binding	-2.5	-1.7	-2.8	-3.6	-2.4	-0.1
Rv3671c inh	4	-6	-11	13	-5	1
Mtb BioA inh	0.0	0.0	0.3	.	-3.0	-0.9

(49) CCCCCOP(=O)(OCCCCC)C1(NS(=O)(=O)c2ccccc2)C=CC(=O)c2ccccc21 (stereo not drawn)
(50) CCCCN(CC)CCNC(=O)c1cc2c(C)nc3ccccc3c2o1
(51) COc1ccc(Cl)cc1S(=O)(=O)N1CCN(C(=O)c2cc(OC)c(OC)c(OC)c2)CC1
(52) Oc1ccc(-c2csc(Nc3ncccn3)n2)cc1
(53) O=C(N/N=C\c1cc([N+](=O)[O-])ccc1N1CCOCC1)c1ccccn1
(54) CCN(C(=O)CSc1nc2ccccc2c(=O)n1Cc1ccc(C)cc1)C1CCS(=O)(=O)C1 (stereo not drawn)
screen / no.	49	50	51	52	53	54
BoNT-F LC inh	-10	-11	0	-2	6	-8
FBA Mtb inh	-4	4	1	4	-3	3
DUSP3 inh	22	-3	-1	-4	28	.
CCHF vOTU inh	14	7	6	9	6	-7
GDH-TPI counter	2	0	12	-4	14	-10
Mtb UGM inh	-3.1	0.5	.	0.0	-2.8	-0.9
MazEF act	-15	7	-15	1	6	8
FadD28 binding	-3.4	-3.3	-1.5	.	-2.2	-2.8
Rv3671c inh	-17	9	.	2	-5	3
Mtb BioA inh	.	0.0	3.9	.	-3.4	-2.0

(55) COCCNC(=O)C(Cc1c[nH]c2ccccc12)NC(=O)OCc1ccccc1 (stereo not drawn)
(56) COc1ccc(/C(N)=N/OC(=O)CCC2CCCC2)cc1
(57) COc1cccc(CNC(=S)Nc2cc(OC)ccc2OC)c1
(58) Cc1cc(/C=C2/SC(=O)N(CC(=O)OC(C)C)C2=O)c(C)n1C
(59) O=C(N/N=C\c1cccc(OC(=O)c2ccco2)c1)c1ccc2c(c1)OCO2
screen / no.	55	56	57	58	59
BoNT-F LC inh	.	-3	-4	-5	-6
FBA Mtb inh	3	0	-2	-2	0
DUSP3 inh	-7	24	21	-13	-14
CCHF vOTU inh	11	-1	4	9	13
GDH-TPI counter	9	6	-5	10	17
Mtb UGM inh	0.7	2.4	2.6	0.8	2.0
MazEF act	10	-2	4	-7	12
FadD28 binding	-2.1	-0.8	0.1	-2.7	-3.7
Rv3671c inh	3	-1	-2	4	-2
Mtb BioA inh	0.7	1.7	2.9	-1.2	.

Screening results as filed in PubChem BioAssay.
